MEKK2mut PB1 HTS: signal of MEK5 binding to mutant human MEKK2 PB1 domain | bead flow cytometry, Alexa488-MEK5 binding to MEKK2 mutant | 290,000 compounds, 0.35% hits | percent response, % at 10 µM | AID 1530; in the data active means percent response above about 24%, passing the limit was not always enough; further: inactives centre near 1; some results filed as inactive read as strong as hits
CRFBP-R2 agonist: agonists of human CRF-binding protein/CRF-R2 receptor complex. HEK293 CRF-R2/CRF-BP, calcium dye fluorescence (FLIPR); percent of saturating CRF peptide response. activation, % at 13.2 µM. 350,000 compounds, 0.46% hits. AID 588473;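 active means activation of at least 50%, plus an integration ratio under a set limit after plate pattern correction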;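 further: plate controls were neutral control wells without compound for no effect and CRF at EC100 for full effect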
MEKK3 PB1 HTS: MEKK3-MEK5 PB1 interaction, increase or decrease. 290,000 compounds, 1.4% hits. bead-based flow cytometry, Alexa488-MEK5 binding to MEKK3; actives lie on both sides; 0 = blocked by unlabeled MEK5, 100 = vehicle. binding response (% of control), % at 10 µM. Q99759;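 active means binding response more than 3 SD above or below the average of its plate-row segment, actives on both sides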;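 further: Alexa488 bead fluorescence after subtracting the streptavidin-only scavenger bead signal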
Target sequence (Q99759 whole entry, looked up): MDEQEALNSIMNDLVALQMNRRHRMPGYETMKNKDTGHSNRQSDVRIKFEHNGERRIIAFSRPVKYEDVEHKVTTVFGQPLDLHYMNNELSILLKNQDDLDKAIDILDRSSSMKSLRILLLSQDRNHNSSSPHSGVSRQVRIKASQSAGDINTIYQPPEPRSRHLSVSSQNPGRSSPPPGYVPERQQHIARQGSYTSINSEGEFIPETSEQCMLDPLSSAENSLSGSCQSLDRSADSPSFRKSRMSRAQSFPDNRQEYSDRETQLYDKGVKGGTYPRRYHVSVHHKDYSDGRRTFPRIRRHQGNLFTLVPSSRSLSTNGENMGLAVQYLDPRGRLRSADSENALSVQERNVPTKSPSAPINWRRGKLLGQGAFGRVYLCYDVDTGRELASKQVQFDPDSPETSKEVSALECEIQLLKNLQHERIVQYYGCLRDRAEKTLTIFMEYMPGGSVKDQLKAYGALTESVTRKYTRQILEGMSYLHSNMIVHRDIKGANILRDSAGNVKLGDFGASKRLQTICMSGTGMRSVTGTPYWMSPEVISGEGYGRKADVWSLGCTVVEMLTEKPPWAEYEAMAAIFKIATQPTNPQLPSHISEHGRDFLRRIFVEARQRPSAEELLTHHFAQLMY
CRFR2-BP antag: antagonists of CRF-binding protein/CRF-R2 receptor complex. 350,000 compounds, 0.59% hits. AID 588475. inhibition, % at 11.8 µM. HEK293 CRF-R2/CRF-BP, CRF-induced calcium fluorescence;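 active means inhibition of the ligand-induced calcium signal above about 50% at the single tested concentration, limit read from the data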
HCV NS3 hel inh: blocks Hepatitis C virus NS3 helicase unwinding | inhibition, % at 10.9 µM | AID 1800 | 290,000 compounds, 0.56% hits | NS3 helicase DNA unwinding, Cy5 molecular beacon fluorescence;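 active means inhibition above the mean of all tested compounds plus 3 SD, set per campaign, cut at about 35% in these data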;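 further: 0% = DMSO wells and 100% = thioflavine S control wells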
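System: HCV NS3 helicase fragment; control set: DMSO and thioflavine S; technique: Cy5 fluorescence at 0 and 60 min, beacon hairpin quenching; reagent: beacon DNA duplex substrate plus ATP; replicates: singlicate; schedule: 1 h reaction at 25 °C, ATP-initiated; medium: MOPS buffer pH 6.5 with MgCl2, DTT, Tween20, BSA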
MEKK2 WT-MEK5: raises or lowers MEK5 binding to wildtype human MEKK2 PB1 domain; binding response (% of control), % at 10 µM; bead flow cytometry, Alexa488-MEK5 binding to MEKK2 WT; actives lie on both sides; AID 1531; 290,000 compounds, 1.1% hits; in the data active means binding response below about 67% or above about 130%
SUMO HTRF inh: SUMOylation inhibition | P63279 | HTRF SUMOylation assay, SAE1/SAE2 + UBC9, in vitro | inhibition, % at 35 µM | 290,000 compounds, 0.36% hits | AID 2006; in the data active means inhibition above about 50%, passing the limit was not always enough; further: strong numbers were not always called active
Target sequence (P63279 whole entry, looked up): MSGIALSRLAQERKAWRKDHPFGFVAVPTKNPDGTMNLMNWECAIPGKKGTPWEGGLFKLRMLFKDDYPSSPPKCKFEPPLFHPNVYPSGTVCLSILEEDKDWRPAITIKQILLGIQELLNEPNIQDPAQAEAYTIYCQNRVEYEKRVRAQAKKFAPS
GalR3 antag: blocks the human galanin receptor 3; HEK293 GalR3-CNG cAMP membrane potential fluorescence; galR3 body fused to GalR1 C-terminus; inhibition, % at 3 µM; 360,000 compounds, 0.44% hits;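 active means inhibition above the screen-wide average plus 3 SD, cut at about 13% in these data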;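 further: forskolin and galanin both at EC90 stimulate the cells; cAMP rise reported by CNG channel membrane potential dye signal; 0% = forskolin plus galanin with DMSO and 100% = forskolin alone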
Target sequence (O60755 1-299 limits assumed): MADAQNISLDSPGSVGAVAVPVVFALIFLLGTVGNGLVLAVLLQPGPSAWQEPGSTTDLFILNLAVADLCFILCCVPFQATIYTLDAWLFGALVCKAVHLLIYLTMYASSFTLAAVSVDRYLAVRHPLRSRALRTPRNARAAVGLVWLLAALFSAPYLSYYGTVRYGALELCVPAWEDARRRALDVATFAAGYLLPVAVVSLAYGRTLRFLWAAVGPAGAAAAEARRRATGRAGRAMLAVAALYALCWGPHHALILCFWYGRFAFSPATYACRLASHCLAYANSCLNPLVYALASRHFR
FID counter: displaces DNA intercalator in HCV helicase counter-screen | DNA fluorescent intercalator displacement, fluorescence | inhibition, % at 7.9 µM | 290,000 compounds, 0.17% hits | AID 1845; in the data active means inhibition above about 37%;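 further: 0% = vehicle and 100% = reference compound; higher means more ethidium bromide displaced from hairpin DNA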
An asterisk follows results filed as active; . = not tested or not shown; [ ] = dose if it differs, or a comment.

Labels used below – A = MEKK2mut PB1 HTS; B = CRFBP-R2 agonist; C = MEKK3 PB1 HTS; D = CRFR2-BP antag; E = HCV NS3 hel inh; F = MEKK2 WT-MEK5; G = SUMO HTRF inh; H = GalR3 antag; I = FID counter
Compound: O=C(CC1CCCCC1)Nc1ccc(-c2ccc3nncn3n2)cc1
  A = 5; B = -1.5; C = 103; D = -3; E = 8; F = 104; G = 15; H = -2; I = -6
Compound: Cn1c(-c2cccc(OCc3ccccc3)c2)nc2c1c(=O)[nH]c(=O)n2Cc1ccccc1
  A = 7; B = 1.2; C = 105; D = 11; E = 1; F = 106; G = 16; H = 1; I = 2
Compound: CCCN1CCN(CC(=O)Nc2nnc(CC)s2)CC1
  A = 0; B = -0.3; C = 99; D = 14; E = 0; F = 100; G = -4; H = -9; I = -3
Compound: O=C(NC1CCCC1)C1CC(=O)N(C2CCCCCCC2)C1 (centres undefined)
  A = 2; B = 0.2; C = 98; D = -7; E = 3; F = 101; G = -9; H = -4; I = -19
Compound: Cc1ccc2c(c1)C1CN(C)CCC1N2C(=O)c1ccccc1NS(=O)(=O)c1cccc(C(F)(F)F)c1 (centres undefined)
  A = 25; B = -3.0; C = 105; D = -27; E = -68; F = 118; G = -2; H = 0; I = 24
Compound: Cc1cc(C(=O)N2CCN(c3ccc(C(F)(F)F)cn3)CC2)c(C)o1
  A = 5; B = -4.4; C = 100; D = 9; E = 5; F = 102; G = 14; H = -5; I = -33
Compound: N/C(=N\OC(=O)c1ccc2ccccc2c1)c1cccc([N+](=O)[O-])c1
  A = 12; B = -2.4; C = 100; D = 12; E = 3; F = 120; G = -2; H = 6; I = 5
Compound: O=c1cc(CCl)[nH]c2nc3ccccc3n12
  A = 0; B = 3.6; C = 96; D = -15; E = -20; F = 100; G = 11; H = 1; I = -4
Compound: O=C(Nc1cccc(Cl)c1)Nc1cc(S(=O)(=O)N2CCCCC2)ccc1Cl
  A = 78*; B = 4.6; C = 102; D = -10; E = 0; F = 131; G = -30; H = -1; I = 3
Compound: CC(C)N(Cc1nc(-c2ccc(Cl)cc2)no1)C(=O)C12CC3CC(CC(C3)C1)C2
  A = 9; B = 2.4; C = 110; D = 2; E = 1; F = 104; G = 9; H = 2; I = -3
Compound: COc1ccc(CN2CCC(C(=O)c3ccc(F)cc3)CC2)cc1
  A = 2; B = 4.2; C = 107; D = -6; E = 8; F = 115; G = 15; H = -2; I = 7
Compound: Cc1cc(C(=O)COC(=O)c2ccc(O)cc2)c(C)n1-c1ccccc1F
  A = -1; B = 1.4; C = 110; D = 27; E = -10; F = 101; G = -5; H = -4; I = -19
Compound: Cc1ccc(N(CC(=O)N2CCCCCC2)S(C)(=O)=O)cc1Cl
  A = 4; B = -2.3; C = 101; D = 8; E = -10; F = 101; G = 2; H = 0; I = -18
Compound: Cn1nnnc1SCC(=O)N1CCCc2ccccc21
  A = 3; B = 5.3; C = 98; D = -38; E = -5; F = 107; G = 5; H = -5; I = 0
Compound: CN(Cc1ccccc1)S(=O)(=O)c1ccc2c(c1)n(C)c(=O)n2C
  A = -41; B = -2.6; C = 2.0*[inhibitor]; D = -17; E = -10; F = 1.0*[inhibitor]; G = 16; H = 0; I = -10
Compound: Clc1cccc(N2CCN(Cc3ccc(Br)o3)CC2)c1
  A = 7; B = 2.1; C = 105; D = 0; E = -16; F = 104; G = -22; H = -4; I = -3
Compound: COCCNC(=O)Cc1c(C)c2c(cc(C)c3c(C)coc32)oc1=O
  A = -1; B = -1.8; C = 93; D = -5; E = 18; F = 97; G = 36; H = -10; I = -35
Compound: COc1ccc(CNC(=O)CCS(=O)(=O)c2ccc3c(c2)oc(=O)n3C)cc1
  A = 0; B = 5.0; C = 99; D = -6; E = 1; F = 100; G = 11; H = -4; I = -5
Compound: O=C(CNC(=O)c1ccc(N2C(=O)c3ccccc3C2=O)cc1)OCC(=O)c1ccc(Cl)cc1
  A = -2; B = -2.3; C = 102; D = 1; E = -4; F = 100; G = 16; H = 0; I = -1
Compound: Cc1c(NC(=O)C(C)OC(=O)[C@@H](NC(=O)c2ccccc2)C(C)C)c(=O)n(-c2ccccc2)n1C (some centres undefined)
  A = 5; B = 2.1; C = 98; D = 3; E = 0; F = 99; G = 4; H = -5; I = -18
Compound: COC(=O)c1c(C(C)=O)cnc2ccc(Br)cc12
  A = 2; B = -0.6; C = 100; D = -7; E = 6; F = 105; G = 12; H = 5; I = 1
Compound: Cc1ccc(NC(=O)CCn2nc(C)cc2C)cc1
  A = 10; B = -1.2; C = 142*; D = 5; E = 6; F = 139*; G = -2; H = -3; I = -8
Compound: CC(C)(C)OC(=O)NCCCC[C@H](NC(=O)c1nc[nH]c1C(=O)NCc1ccc(CNC(=O)OC(C)(C)C)cc1)C(=O)OC(C)(C)C
  A = -8; B = -0.1; C = 103; D = 20; E = -40; F = 91; G = -32; H = -4; I = -49
Compound: Cc1ccc(C(=O)NNc2ncnc3ccccc23)cc1
  A = 25; B = -0.7; C = 119; D = 11; E = 4; F = 106; G = 35; H = -5; I = -5
Compound: COCCNC(=O)/C(C#N)=C/c1c(N2CCN(c3ccc(OC)cc3)CC2)nc2c(C)cccn2c1=O
  A = -1; B = -0.3; C = 102; D = 2; E = 6; F = 102; G = -4; H = -8; I = -33

Later entries:
Labels used below – A = MEKK2mut PB1 HTS; B = CRFBP-R2 agonist; C = MEKK3 PB1 HTS; D = CRFR2-BP antag; E = HCV NS3 hel inh; F = MEKK2 WT-MEK5; G = SUMO HTRF inh; H = GalR3 antag; I = FID counter
Compound: COc1ccc(Cl)cc1CNCCCSc1ncccn1
  A = 7; B = -0.7; C = 104; D = 4; E = -4; F = 117; G = -1; H = -10; I = 4
Compound: CCNC(=O)CCC(=O)Nc1cc(Cl)ccc1C
  A = 15; B = 0.1; C = 105; D = 13; E = 1; F = 108; G = 8; H = 0; I = 7
Compound: CN(C)CCSc1nnc(-c2ccccc2)o1
  A = -2; B = 3.7; C = 102; D = -3; E = -2; F = 102; G = 4; H = -5; I = 2
Compound: CCN(CC)C(=O)CSc1nnc(-c2ccco2)n1Cc1ccco1
  A = 8; B = -3.2; C = 107; D = 15; E = -3; F = 108; G = 10; H = 2; I = -10
Compound: CC(C)n1c(N2CCN(CC(=O)NCc3cccs3)CC2)nc2ccccc21
  A = 2; B = -1.2; C = 103; D = 4; E = -3; F = 105; G = 11; H = -3; I = -24
Compound: CCn1c(SCC(=O)NC(C)c2ccccc2)nc2ccccc21 (centres undefined)
  A = 2; B = -1.7; C = 101; D = -6; E = -1; F = 101; G = 4; H = .; I = -23
Compound: Cc1ccc(C(=O)NC(N2CCCC2)C(Cl)(Cl)Cl)cc1 (centres undefined)
  A = 1; B = -1.4; C = 99; D = 29; E = 2; F = 100; G = -17; H = 1; I = 1
Compound: CCOc1ccc(-n2c(O)c(/C=N/Nc3nnc(C)c(=O)[nH]3)c3ccccc3c2=O)cc1
  A = -5; B = 2.6; C = 102; D = -22; E = -7; F = 95; G = 46; H = -5; I = -9
Compound: CCOC(=O)C(=O)Nc1ccc(S(=O)(=O)Nc2ncccn2)cc1
  A = 8; B = 0.0; C = 102; D = -6; E = -3; F = 103; G = 0; H = -5; I = 0
Compound: Cc1coc2c1c(C)cc1oc(=O)c(CC(=O)N[C@@H](CC(C)C)C(=O)O)c(C)c12
  A = 5; B = 5.0; C = 101; D = -3; E = 18; F = 99; G = 28; H = -9; I = -26
Compound: O=C(NC1(C(F)(F)F)N=C2SCCN2C1=O)c1ccco1 (centres undefined)
  A = 3; B = -0.7; C = 106; D = 12; E = 2; F = 102; G = -6; H = -1; I = -8
Compound: O=c1c2c([nH]c3ccccc13)CCCCC2
  A = 23; B = 4.9; C = 122; D = -13; E = -5; F = 116; G = 7; H = 0; I = -1
Compound: CC(=O)c1c(C)[nH]c(C(=O)CN2C(=O)NC(C)(CCC(C)C)C2=O)c1C (centres undefined)
  A = -10; B = 5.6; C = 93; D = -9; E = 0; F = 84; G = 6; H = 7; I = -17
Compound: O=C(Nc1cccnc1)c1cc(-c2ccco2)on1
  A = 1; B = -1.0; C = 98; D = -31; E = 3; F = 96; G = -13; H = -6; I = -2
Compound: Cn1c(SCc2ccc(F)cc2)nnc1-c1ccncc1
  A = 2; B = 0.5; C = 104; D = -10; E = 4; F = 108; G = 5; H = -12; I = -9
Compound: Brc1cc(Cc2nnc(-c3ccccc3)o2)c(Br)s1
  A = -48; B = -1.9; C = 64; D = 2; E = -5; F = 64; G = 9; H = -4; I = -17
Compound: O=C(Nc1ncc2c(n1)CC(c1ccco1)CC2=O)c1ccccc1 (centres undefined)
  A = .; B = 0.1; C = .; D = -2; E = 1; F = .; G = 20; H = -6; I = -3
Compound: O=C(CCCc1ccccc1)c1ccccc1
  A = -2; B = -1.7; C = 99; D = -6; E = 0; F = 101; G = 20; H = -10; I = -12
Compound: COc1ccc(/C(C)=N/NC(=O)C2C3CCCCC32)c(OC)c1 (centres undefined)
  A = -3; B = -0.5; C = 90; D = 11; E = -15; F = 93; G = 3; H = -3; I = -20
Compound: CCc1ccc(OCCNC(=O)c2cc(SC)ccc2Cl)cc1
  A = .; B = 0.2; C = .; D = 0; E = -1; F = .; G = -17; H = -3; I = -22
Compound: CCc1cccc(CC)c1NC(=O)COC(=O)c1cccc(S(=O)(=O)N2CCc3ccccc3C2)c1
  A = -4; B = 1.6; C = 89; D = -44; E = 4; F = 94; G = -13; H = -1; I = -11
Compound: CCCCNC(=O)NS(=O)(=O)c1ccc(NS(=O)(=O)c2ccccc2)cc1
  A = 4; B = -2.6; C = 108; D = 9; E = 11; F = 107; G = 18; H = -8; I = -12
Compound: CC(NC(=O)c1sc2cc([N+](=O)[O-])ccc2c1Cl)C(C)(C)C (centres undefined)
  A = -5; B = -0.8; C = 94; D = 3; E = 2; F = 91; G = 3; H = 1; I = 3
Compound: CO/N=C/C(C#N)=C/c1cc(C(=O)c2ccc(F)cc2)cn1C
  A = -2; B = -4.5; C = 98; D = 7; E = 3; F = 98; G = 30; H = -3; I = -5
Compound: COc1cc(OC)cc(-c2nnc(SCC(=O)N3CCCc4ccccc43)o2)c1
  A = 1; B = 2.0; C = 101; D = 4; E = -7; F = 99; G = -1; H = 4; I = -5
Compound: CCN(CC)S(=O)(=O)c1ccc(C(=O)NCCc2ccccn2)cc1
  A = -7; B = 0.1; C = 96; D = -4; E = -11; F = 95; G = 14; H = -3; I = -14
Compound: C(#Cc1ccccc1)CN1CCOCC1
  A = -4; B = 0.1; C = 99; D = -4; E = 5; F = 99; G = 3; H = -5; I = -13

Given with each value named: 2 of the compounds above
Cc1coc2c1c(C)cc1oc(=O)c(CC(=O)N[C@@H](CC(C)C)C(=O)O)c(C)c12
  MEKK2mut PB1 HTS: 5
  CRFBP-R2 agonist: 5.0
  MEKK3 PB1 HTS: 101
  CRFR2-BP antag: -3
  HCV NS3 hel inh: 18
  MEKK2 WT-MEK5: 99
  SUMO HTRF inh: 28
  GalR3 antag: -9
  FID counter: -26
O=C(NC1(C(F)(F)F)N=C2SCCN2C1=O)c1ccco1 (centres undefined)
  MEKK2mut PB1 HTS: 3
  CRFBP-R2 agonist: -0.7
  MEKK3 PB1 HTS: 106
  CRFR2-BP antag: 12
  HCV NS3 hel inh: 2
  MEKK2 WT-MEK5: 102
  SUMO HTRF inh: -6
  GalR3 antag: -1
  FID counter: -8

These rows are one share of the data. The share of hits here may be higher or lower than overall.
